Vif-A3G inh = inhibitors of Vif-APOBEC3G interaction. HeLa A3G-eYFP + Vif (tagged APOBEC3G with the HIV-1 protein that degrades it), YFP fluorescence, overnight. Q9HC16. hit rate 0.076% among 410,000. Potency, µM (doses to about 46.1 µM), for the others: at the top dose activity, negative = active, most hits filed as inhibitors. AID 602310;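 also: potency is read from the fitted curve at half-maximal effect; % is scaled to controls: 0 for no effect and ±100 for the full control effect; nearly all actives have a fitted effect of over 60% in size; hits raise eYFP signal because A3G escapes Vif-driven loss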
Target sequence (Q9HC16 whole entry, looked up): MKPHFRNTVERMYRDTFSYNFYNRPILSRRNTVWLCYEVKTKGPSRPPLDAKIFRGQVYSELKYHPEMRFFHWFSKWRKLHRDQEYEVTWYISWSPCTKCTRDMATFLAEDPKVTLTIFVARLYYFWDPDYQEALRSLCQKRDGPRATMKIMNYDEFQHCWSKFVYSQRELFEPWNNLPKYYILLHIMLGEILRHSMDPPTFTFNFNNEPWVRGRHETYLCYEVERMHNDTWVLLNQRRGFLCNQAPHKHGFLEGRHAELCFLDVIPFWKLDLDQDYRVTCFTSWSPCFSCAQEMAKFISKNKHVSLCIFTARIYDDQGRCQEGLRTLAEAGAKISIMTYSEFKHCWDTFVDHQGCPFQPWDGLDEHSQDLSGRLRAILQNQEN
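HeLa cells stably expressing Vif and C-terminally eYFP-tagged A3G, seeded overnight at 37 deg C, then exposed to compound by pintool overnight at 37 deg C. Rise in yellow fluorescence (Ex 488/Em 500-530, Acumen) marks blocked Vif-driven A3G degradation.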
ERG-DNA inh = blocks human ERG Ets domain binding to DNA | Potency, µM (doses to about 76.9 µM), inactives show at the top dose FP activity, negative = inhibition, usual class: inhibitors | fluorescence polarization, His-ERG Ets domain / labelled DNA | P11308 | hit rate 0.028% among 370,000; active = well fitted inhibition curve with a large enough effect in the polarisation, with a control signal flat; inconclusive = small, poorly fitted or top-dose-only effect, or effect the other way, or a change in a side signal; inactive = no such curve, though single readings can be large or run the other way; the % refers to the polarisation;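 also: polarization taken with two DNA probes labelled with fluorescein and Texas red; potency is read from the fitted curve at half-maximal effect; % of control where 0% means no effect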
Target sequence (P11308 whole entry, looked up, the tested form may be a part): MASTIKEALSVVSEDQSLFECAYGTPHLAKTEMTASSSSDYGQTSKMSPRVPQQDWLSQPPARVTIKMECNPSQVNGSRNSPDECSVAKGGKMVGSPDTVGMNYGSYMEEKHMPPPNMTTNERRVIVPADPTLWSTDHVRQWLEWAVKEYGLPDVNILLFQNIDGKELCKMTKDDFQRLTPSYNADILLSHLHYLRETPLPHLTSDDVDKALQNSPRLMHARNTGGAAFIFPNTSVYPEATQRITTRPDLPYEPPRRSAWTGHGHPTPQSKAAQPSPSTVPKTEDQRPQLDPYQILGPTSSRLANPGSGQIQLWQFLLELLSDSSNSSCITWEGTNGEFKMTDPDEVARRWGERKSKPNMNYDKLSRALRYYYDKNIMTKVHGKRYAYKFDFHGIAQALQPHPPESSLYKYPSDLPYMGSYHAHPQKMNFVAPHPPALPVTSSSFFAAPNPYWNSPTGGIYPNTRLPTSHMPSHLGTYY
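His-tagged ERG Ets domain (1 uM in the protein solution; 300mM KCl, 50mM Tris-HCl, 1mM EDTA, 1mM DTT, pH 7.5) received compound, then a probe mix of 5 nM fluorescein-DNA and 100nM Texas-615-DNA. Fluorescence polarization was read for both dyes.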
D2 ag = agonists of human D2 dopamine receptor | activation, % at 2 µM | HEK293 T-REx D2 cells, calcium flux agonist mode | hit rate 0.53% among 340,000 | AID 485358 | P14416;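 active = activation over 3 SD above normal in the single-dose calcium agonist read, cut at about 30% in these data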; also: 0% is about no effect
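Tetracycline-induced HEK293 Trex cells with D2 receptor force-coupled to calcium signaling, plated overnight at 30 C and loaded with no-wash calcium dye. Calcium flux read kinetically for 180 s after compound addition; responses flag agonists.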
D2 antagonist = antagonists of human D2 dopamine receptor. hit rate 2% among 340,000. AID 485344. inhibition, % at 10 µM. HEK293 TREx D2 cells, calcium flux, dopamine EC80. P14416; in the data active = inhibition above about 30%; also: 0% is about no effect
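In this primary screen, negative modulation is detected by tracking calcium flux after an EC80 dopamine challenge in inducible HEK293 T-REx D2 cells preexposed to test compound for 180 s.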
Glioma ERSR ind = induces the endoplasmic reticulum stress response in human glioma cells; U87-MG GRP78 promoter luciferase reporter, 16 h; Potency, µM, without a hit: at the highest dose activation, actives largely listed as activators; hit rate 0.02% among 420,000; AID 602332; also: potency is read from the fitted curve at half-maximal effect; series mostly up to about 76 µM; % of control where 0% means no effect; nearly all actives have a fitted effect of over 35% in size
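Stably transfected U87-MG glioma cells carrying a GRP78-based luciferase sensor; 16 h compound incubation. Luminescence end-point read 10 min after Bright-Glo addition at room temperature.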
12-LOX inh = inhibitors of human 12S-lipoxygenase ALOX12. P18054. purified 12hLO, xylenol orange hydroperoxide absorbance. Potency, µM (highest dose often 108 µM), inactives show at the highest dose activity change, negative = inhibition, usual class: inhibitors. hit rate 1.1% among 580,000; also: potency is read from the fitted curve at half-maximal effect; % is scaled to controls: 0 for no effect and ±100 for the full control effect
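Hydroperoxide product was detected by ferrous iron/xylenol orange as the 573 to 405 nm absorbance ratio. Arachidonic acid at 40 uM (final) was turned over for 30 min at room temperature by 150 nM human 12hLO, pH 7.0 Hepes buffer, after 15 min compound preincubation.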
RGS4 inh = human RGS4 inhibition; hit rate 0.039% among 390,000; AID 504845; Transcreener GDP fluorescence polarization, RGS4-accelerated GTP hydrolysis; Potency, µM (top dose mostly 114 µM), for inactives: at the top dose activity change, negative = inhibition, hits mostly inhibitors; also: potency is read from the fitted curve at half-maximal effect; % is scaled to controls: 0 for no effect and ±100 for the full control effect; nearly all actives have a fitted effect of over 75% in size; some results filed as inactive show a strong effect at the top dose
Target sequence (P49798 whole entry, looked up): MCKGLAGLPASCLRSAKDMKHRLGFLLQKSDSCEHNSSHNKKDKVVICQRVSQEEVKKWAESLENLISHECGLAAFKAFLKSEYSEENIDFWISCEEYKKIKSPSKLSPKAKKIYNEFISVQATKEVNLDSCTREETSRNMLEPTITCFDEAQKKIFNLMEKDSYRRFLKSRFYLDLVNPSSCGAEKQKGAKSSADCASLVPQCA
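MLSMR compounds (23 nl, pin-transferred) preincubated 10 min at room temperature with a 500nM (2x) first reagent, then RGS4 at 900nM (2x) plus Transcreener GDP mix added; fluorescence polarization (620/688 nm) read before and after 90 min at 30 °C.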
LDHA block = blocks human lactate dehydrogenase A; P00338; purified LDHA, NADH/diaphorase-resazurin fluorescence; active compounds read low; activity change, % (values are at about 110 or 230 µM); hit rate 0.15% among 480,000; AID 1347041; in the data active = activity change below about -30%; inconclusive = mostly about -25% to -30%;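 also: plate controls were DMSO wells for no effect and wells without enzyme for full effect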
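Remaining NADH was detected by diaphorase (0.133 mg/mL) converting 37 µM resazurin to fluorescent resorufin, read at 0 and 20 minutes. The preceding 5-minute room-temperature reaction used 2 nM LDHA, 0.2 mM sodium pyruvate and 0.06 mM NADH at pH 7.4.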
Vif-APOBEC3F blk = blocks the Vif interaction with APOBEC3F. hit rate 0.2% among 390,000. HeLa A3F-eYFP + Vif (tagged APOBEC3F with the HIV-1 protein that degrades it), YFP fluorescence increase. Potency, µM (doses to about 46.1 µM), for inactives: at the top dose activity, negative = active; also: potency is read from the fitted curve at half-maximal effect; % of control where 0% means no effect; nearly all actives have a fitted effect of over 65% in size
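HeLa cells stably expressing Vif plus C-terminally eYFP-tagged A3F were seeded, incubated overnight at 37 deg C, dosed with compound, incubated overnight again at 37 deg C. Yellow fluorescence (Ex 488/Em 500-530) reported blocked Vif-mediated A3F-eYFP degradation.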
Active calls of the source: *; u = inconclusive; x = not tested or not shown; & = joins results of further samples; [ ] = remark or other dose. Unless noted, calls follow the shape of the dose curve; as a rule, active = well fitted curve in the direction sought with a large enough effect; inconclusive = small, poorly fitted or top-dose-only effect, or another doubt; inactive = no such curve, though single readings can be large; an effect the other way counts as inactive or inconclusive. These rows are one share of the data (hit frequency here may not be typical).

Every second line gives: Vif-A3G inh	ERG-DNA inh	D2 ag	D2 antagonist	Glioma ERSR ind	12-LOX inh	RGS4 inh	LDHA block	Vif-APOBEC3F blk
Cc1ccc(-c2ccc(=O)n(Cc3c(F)cccc3Cl)n2)cc1
  -8%	-8%	-0.2	16	2%	u	-5%	-9	-26%
O=C(Nc1ccc(Cl)c(C(F)(F)F)c1)c1nc2ccccc2nc1N1CCCCC1
  u	-2%	0.1	x	-2%	-20%	2%	5	u
Cn1c(=O)c(=O)n(C)c2cc(S(=O)(=O)N3CCN(c4ccccc4)CC3)ccc21
  1%	0%	-0.5	x	-2%	-16%	12%	-3	-2%
Cc1nn(CC2CC2)c(=O)n1-c1ccc(C(C)C)cc1
  2%	-2%	0.0	8	-1%	4%	-8%	-4	1%
CCOCC(O)CNC(=O)c1ccc(OC2CCN(C(=O)c3cccnc3)CC2)cc1 (configuration not stated)
  5%	6%	-0.5	6	-3%	-13%	4%	-2	5%
O=C(Cc1ccc(-n2cnnn2)cc1)NC12CC3CC(CC(C3)C1)C2
  -6%	-13%	-0.5	10	-4%	0%	10%	-6	1%
O=c1c2cccnc2n(Cc2ccccc2F)c(=O)n1Cc1ccc(F)cc1
  -2%	-14%	x	x	-4%	-26%	12%	-2	4%
Cc1cc(C)cc(N2CC(c3nc4ccccc4n3C)CC2=O)c1 (configuration not stated)
  0%	2%	-0.3	-2	-3%	12%	7%	-14	0%
O=C(c1cc(C2CC2)on1)N1CCCC(N2CCN(c3ccc(F)cc3)CC2)C1 (configuration not stated)
  4%	17%	-0.4	-9	-7%	5%	-4%[56.9 µM]	1	7%
COc1ccc(NC(=O)c2c(-c3c(Cl)cccc3Cl)noc2C)cn1
  0%	10%	-0.3	-14	-4%	-10%	-9%	5	3%
CCOC(=O)c1ccc(NS(=O)(=O)c2ccc3c(c2)CCCN3C(C)=O)cc1
  0%	-11%	-0.6	14	2%	0%	22%	-3	-8%
Cn1nnc(NC(=S)NC(=O)c2ccccc2)n1
  -2%	13%	1.4	6	-1%	u	-43%	4	0%
CCc1n[nH]c(=S)n1N=C1CCC(C)CC1 (configuration not stated)
  2%	-7%	-0.2	6	0%	-13%	-1%	-9	2%
CCn1c(SCC(=O)N2CC(C)OC(C)C2)nc2c([nH]c3ccccc32)c1=O (configuration not stated)
  2%	1%	0.7	-8	-6%	13%	-11%	-6	3%
O=C(COC(=O)CC1CCCC1)Nc1ccc(Cl)cn1
  -1%	x	x	x	-2%	130%[activator]	-37%	1	1%
Cc1cc2oc(=O)cc(CN3CCC(C)CC3)c2cc1C
  -1%	-3%	-0.6	-15	8%	u	2%	0	-15%
CN(C)c1ccc(P(=O)(Nc2ccc([N+](=O)[O-])cc2)N2CCOCC2)c(NC(=O)c2cccs2)c1 (configuration not stated)
  -4%	-10%	0.9	-9	2%	u	28%	1	-17%
CCOC(=O)c1c(C)c(C(=O)NC(C)COC)c(C)n1CC (configuration not stated)
  0%	2%	0.7	-9	-4%	12%	5%	-6	-6%
CN1CCC(N(C)S(=O)(=O)c2ccc(NC(=O)COc3ccc(F)cc3)cc2)CC1
  -4%	-6%	0.5	-1	-3%	u	-4%	-16	0%
CCCc1nc2c(C)cc(-c3nc4ccccc4n3C)cc2n1Cc1ccc(-c2ccccc2C(=O)O)cc1
  4%	-4%	-0.9	-11	-1%&5%	u	-2%	-12	-3%
Cc1cc(NC(=O)COC(=O)c2ccc(C)c(C)c2)no1
  -5%	8%	x	x	-2%	-3%	14%	-11	-4%
CCc1c(C)sc2nc(C(C)C)nc(SCC(=O)N3CCc4ccccc4C3)c12
  0%	x	-0.4	44*	-3%	-4%	-25%	5	1%
O=C(COC(=O)CCCNC(=O)c1ccc(Cl)cc1)Nc1cc(Cl)ccc1Cl
  -1%	-1%	-1.2	11	3%	15%	20%	-5	10%
COc1ccc(C(CCNC(C)c2ccccc2)C(C)C)cc1 (configuration not stated)
  -1%	2%	0.3	5	-5%	101%[activator]	4%	-11	3%
Cn1c(CCNC(=O)c2ccccc2Cl)n[nH]c1=S
  1%	0%	0.0	20	-4%	0%	-3%	-8	x
CC1Cc2ccccc2N1C(=O)c1cc2c(=O)n3ccccc3nc2n1C (configuration not stated)
  0%	1%	0.1	3	0%	-9%	-19%[56.9 µM]	-3	-6%
Cc1ccccc1OCc1nnc(SCC(=O)O)n1-c1cccc(Cl)c1
  -3%	-2%	0.6	4	-4%	u	12%	-10	0%
CCOc1ccc(C(=O)/C=C/c2ccccc2C(F)(F)F)cc1
  -1%	x	0.6	6	-1%	0%	19%	2	-3%
COc1cc(NC(=O)c2ccccc2)c(OC)cc1NC(=O)Cc1ccccc1
  -11%	8%	-0.2	-8	-5%	-7%	-5%	1	-1%
CC1CCN(CC[C@H]2CCCN2S(=O)(=O)c2cccc(O)c2)CC1
  3%	17%	0.2	34*	-3%&-1%&-5%	-21%&0%	3%[56.9 µM]	-2	-3%
Clc1cccc(OCCN2CCNCC2)c1
  0%	1%	5.8	29	-6%	u	-18%	-19	u
CC1(C)CC(NC(=O)c2ccccc2)CC(C)(C)N1
  -3%	0%	1.6	-9	-3%	-4%	-5%	5	4%
COc1ccc(Br)c(C(=O)OCc2cc(=O)oc3cc(C)ccc23)c1
  0%	33%[activator]	-0.5	-3	3%	5%	-2%	-13	5%
COC(=O)c1ccc2c(CCO)c[nH]c2c1
  -1%	4%	-0.8	10	4%	-7%	19%	-5	7%
C[C@@]12C(=O)N(CCc3c[nH]c4ccccc34)CC(=O)N1[C@H]1c3ccccc3OC[C@@H]1[C@@H]2c1ccccc1
  1%	8%	1.4	2	-2%	-3%	-7%	1	1%
CN1CCN(S(=O)(=O)c2ccc(NC(=O)c3ccc(Br)s3)cc2)CC1
  1%	1%	0.1	-10	-1%	-29%	25%	-5	-6%
CC(C)(C)OC(=O)N1CCC(C(=O)O)CC1
  0%	-5%	-1.5	3	2%	-25%	-2%	-3	-5%
c1ccc(CCNCc2ccco2)nc1
  -2%	1%	x	x	-1%	0%	12%	-4	-7%
O=[N+]([O-])c1ccc(N2CCCC2)c([N+](=O)[O-])c1
  -4%	x	x	x	-5%	u	x	-1	-3%
N#Cc1ccccc1OCC(=O)OCC(=O)c1ccc[nH]1
  -2%	1%	0.4	-20	1%	-5%	1%	-15	6%
CN(C)CCNc1ncnc2c1ncn2[C@H]1CN(Cc2ccc(-c3ccccc3)cc2)C[C@@H](CO)O1
  -3%	x	x	x	-7%	4%	x	-4	x
CC(=O)Nc1ccc(S(=O)(=O)Nc2nc3nc(-c4ccccc4)cc(-c4ccccc4)n3n2)cc1
  -2%	-4%	x	x	-4%	u	-34%	-13	-1%
O=c1c2ccccc2nnn1COc1ccc(Cl)cc1Br
  -4%	-2%	0.2	1	5%	3%	-7%	-3	0%
COc1ccc(N(C)S(=O)(=O)c2cccc(C(=O)Nc3nc4ccccc4[nH]3)c2)cc1
  0%	-2%	1.5	0	-2%	19%&3%	9%	-5&-7	3%
CCN(CC)C(=O)Cn1c(SCC(=O)Nc2ccc(C)c(C)c2)nc2ccccc21
  -10%	13%	-1.8	x	-2%	-6%	-21%	1	2%
COc1ccc(OC)c(Nc2c3ccccc3nc3ccccc23)c1
  -4%	5%	0.0	-7	-11%	u	-31%	8	-21%
COc1ccc(C(=O)N2CC(=O)Nc3ccc(C)cc3C2c2ccccc2)cc1 (configuration not stated)
  1%	7%	-1.3	-6	-1%	-3%	3%	-4	2%
C=CCN1CCN(Cc2cnc(Cl)s2)CC1
  0%	0%	-0.4	11	-3%	0%	28%	-13	0%
CCC(C)NC(=O)CC(NS(=O)(=O)c1ccc(C)cc1)c1ccc(OC)cc1 (configuration not stated)
  0%	x	0.5	-2	-3%	-11%	6%	-4	-15%
CCCCNC(=O)NS(=O)(=O)c1cnccc1Sc1ccc(Cl)cc1
  0%	-5%	-0.2	-12	-2%	67%[activator]	-21%	-6	-3%

(further entries)
Every second line gives: Vif-A3G inh	ERG-DNA inh	D2 ag	D2 antagonist	Glioma ERSR ind	12-LOX inh	RGS4 inh	LDHA block	Vif-APOBEC3F blk
CC(=O)N1N=C(c2ccc(Br)cc2)OC12CCCC2
  2%	-4%	0.1	3	-3%	u	7%	-1	14%
O=C(CSc1nc2c([nH]c3ccccc32)c(=O)n1-c1ccc(Cl)cc1)N1CCCCCC1
  -6%	-6%	0.8	x	-5%	0%	-30%	-1	-9%
CC1(C)CC(=O)C=C(NCCN2CCN(C(=S)Nc3ccccc3)CC2)C1
  -3%	-2%	0.6	3	-3%	0%	-6%	-2	-24%
C=CCN1C(=NC(=O)COc2ccccc2)SC2CS(=O)(=O)CC21 (configuration not stated)
  5%	-2%	-0.4	-3	-1%	-1%	3%	-2	-5%
CC(C)c1nc(CNC(=O)C2CCC(=O)N(CCc3cccc(F)c3)C2)cs1 (configuration not stated)
  -1%	11%	-1.1	-1	-1%	-26%	-18%	-7	2%
CC(=O)c1cccc(S(=O)(=O)N2CCn3cccc3C2C)c1 (configuration not stated)
  1%	-17%	-0.2	-11	-3%	-20%	-3%	4	6%
CC(=O)N(/N=C1\Sc2ccccc2C1=O)c1ccc(C)cc1C
  0%	2%	0.5	7	-5%	-23%	-51%	2	-4%
